Compound activity deposited in PubChem by National Center for Advancing Translational Sciences (NCATS).
GLP1R cytotox – cytotoxicity counter-screen for GLP-1 receptor inverse agonists. Potency, µM (series often up to 38.3 µM), for inactives: top-dose activity change, negative = inhibition, actives largely listed as inhibitors. AID 624418. actives 0.13% (n = 410,000). HEK293 cAMP-luciferase reporter cells, luminescence, 24 h;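 also: loss of luciferase light is scored as toxicity; potency is read from the fitted curve at half-maximal effect; % is scaled to controls: 0 for no effect and ±100 for the full control effect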
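Step one: seed cells (200 cells/uL, DMEM with 10% Nu serum, 1% pen-strep). Step two: 12-hour incubation at 37 deg C. Step three: pin 23 nL compound, incubate 24 hr. Step four: add luciferase reagent, read luminescence 12 min later.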
DRD3 agonist – activates the human D3 dopamine receptor. D3R DiscoveRx beta-arrestin cells, luminescence, 90 min. actives 0.58% (n = 410,000). max activation, %. P35462; in the data active = max activation above about 30%; also: 0% is about no effect; mostly tested at two doses, the higher about 12 µM
Target sequence (P35462 whole entry, looked up): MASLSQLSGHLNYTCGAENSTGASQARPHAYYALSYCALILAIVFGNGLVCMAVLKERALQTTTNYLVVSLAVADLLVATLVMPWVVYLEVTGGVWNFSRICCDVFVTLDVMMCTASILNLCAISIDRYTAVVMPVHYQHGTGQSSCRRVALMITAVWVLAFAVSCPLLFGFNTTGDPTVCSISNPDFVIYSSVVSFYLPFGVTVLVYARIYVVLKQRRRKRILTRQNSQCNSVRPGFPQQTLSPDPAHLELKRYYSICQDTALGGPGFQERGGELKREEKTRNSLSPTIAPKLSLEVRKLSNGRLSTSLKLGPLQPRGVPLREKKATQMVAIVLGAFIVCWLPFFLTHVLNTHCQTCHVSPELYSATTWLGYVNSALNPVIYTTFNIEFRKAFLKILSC
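Agonist-mode cell screen: cells plated at 1500/well and incubated overnight at 37 °C, then exposed to library compounds for 90 min at 37 °C. Detection reagent was added for 30–60 min at room temperature, and luminescence was read.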
GLP1R inv ag – inverse agonists of human GLP-1 receptor; actives 1.6% (n = 410,000); Potency, µM (series often up to 38.3 µM), for inactives: top-dose activity change, negative = inhibition, hits mostly inhibitors; HEK293 GLP-1R CRE-luciferase, luminescence, 24 h; GLP-1R form is constitutively active; AID 624417; also: potency is read from the fitted curve at half-maximal effect; % is scaled to controls: 0 for no effect and ±100 for the full control effect; nearly all actives have a fitted effect of over 55% in size
Target sequence (P43220 whole entry, looked up): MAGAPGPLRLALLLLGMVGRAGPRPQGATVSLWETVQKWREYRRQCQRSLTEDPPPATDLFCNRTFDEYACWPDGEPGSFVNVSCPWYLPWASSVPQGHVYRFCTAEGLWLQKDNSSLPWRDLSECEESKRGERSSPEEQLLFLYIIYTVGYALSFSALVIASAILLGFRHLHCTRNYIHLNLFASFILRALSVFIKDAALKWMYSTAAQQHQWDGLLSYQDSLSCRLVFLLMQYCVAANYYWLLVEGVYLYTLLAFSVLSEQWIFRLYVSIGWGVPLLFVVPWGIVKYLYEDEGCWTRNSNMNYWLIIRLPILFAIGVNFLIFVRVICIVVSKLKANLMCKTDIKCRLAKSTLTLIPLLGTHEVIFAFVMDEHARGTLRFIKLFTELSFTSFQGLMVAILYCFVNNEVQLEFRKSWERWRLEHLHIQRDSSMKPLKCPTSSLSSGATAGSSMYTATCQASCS
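Stable HEK293 clone (constitutively active GLP-1R + cAMP-response luciferase); 200 cells/uL plated, 12 h pre-culture, compound 24 hr, 37 deg C/5% CO2; detection reagent 12 min RT; luminescence.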
The depositor's hits bear a star; u = inconclusive. Unless noted, calls follow the shape of the dose curve; as a rule, active = well fitted curve in the direction sought with a large enough effect; inconclusive = small, poorly fitted or top-dose-only effect, or another doubt; inactive = no such curve, though single readings can be large; an effect the other way counts as inactive or inconclusive. Only part of the results is shown (hit frequency here may not be typical).

SMILES	GLP1R cytotox	DRD3 agonist	GLP1R inv ag
Cc1ccc(NC(=O)CSc2nc3nccnc3c(=O)n2CCc2c[nH]c3ccccc23)cc1	0%	-16	-11%
CC(C)Oc1ccc(CNC(=O)c2cc3cccc4c3n2CC(C)S4)cc1 (configuration not stated)	3%	-5	u
COc1ccc(CNC(=O)Cc2c(C)c3cc4c(C)coc4c(C)c3oc2=O)cc1OC	2%	10	9%
CCN1CCN(c2ncnc3c2cnn3-c2ccc(C)c(C)c2)CC1	3%	-14	22%
O=C(NCCc1ccccc1)c1ccc2c(c1)nc1n2CCOC1	15%	6	8.9µM*
Cc1ccc(C2=NN(CCC(=O)NCCc3cccc(C)c3)C(=O)CC2)cc1	-7%	-4	-32%
CCCc1nn2cc(-c3ccc(C)c(C)c3)nc2s1	6%	-7	-52%
CCOC(=O)c1ccccc1NC(=O)COc1ccccc1-c1nnc(-c2ccccc2)o1	-1%	-4	u
N#Cc1cccc(NC(=O)c2cc3c(s2)-c2ccc(Cl)cc2SC3)c1	1%	-13	-33%
O=C(c1cc(-c2ccccc2O)on1)N1CCCCC1	-4%	1	-7%
COc1cccc2[nH]c(C(=O)NCc3ccc4c(c3)CCN4C(=O)c3ccc(F)cc3)cc12	2%	2	u
Cc1ccc(Nc2c(-c3ccc(Br)o3)nc3ccccn23)cc1	2%	-3	-20%
O=C(Cc1ccccc1)N(Cc1cccnc1)c1nc2ccc(F)cc2s1	-8%	-17	u
CC(=O)N1CCc2c(sc3c2c(=O)n(-c2ccccc2C)c(=O)n3Cc2cccc(F)c2)C1	-10%	-5	0%
Cc1ccc(Cl)cc1Nc1nn2c(=O)c3ccc(C(=O)Nc4ccc(F)cc4)cc3nc2s1	0%	0	-5%

Filtered by structure: the entries above with a Cl atom.
SMILES	GLP1R cytotox	DRD3 agonist	GLP1R inv ag
N#Cc1cccc(NC(=O)c2cc3c(s2)-c2ccc(Cl)cc2SC3)c1	1%	-13	-33%
Cc1ccc(Cl)cc1Nc1nn2c(=O)c3ccc(C(=O)Nc4ccc(F)cc4)cc3nc2s1	0%	0	-5%

(continued)
SMILES	GLP1R cytotox	DRD3 agonist	GLP1R inv ag
COc1ccc(CCNC(=O)c2cc(Sc3cccc(Cl)c3)nc3ccccc23)cc1OC	-4%	18	u
CCOc1cc(C(=O)NCCc2sc(-c3ccc(F)cc3)nc2C)cc(OCC)c1OCC	-11%	-12	u
Cc1ccc(S(=O)Cc2nc(-c3ccc(C(=O)NCc4cccc(C)c4)cc3)oc2C)cc1 (configuration not stated)	8%	-1	13%
Cc1oc2ncnc(N3CCOCC3)c2c1C(=O)Nc1ccc(Br)cc1F	13%	4	4%
CCC(C(=O)Nc1ccccc1)n1nc(-c2cc(C)ccc2C)ccc1=O (configuration not stated)	-5%	3	u
O=C(NC1CC(=O)N(c2cccc(F)c2)C1)C1CCCC1 (configuration not stated)	-6%	-11	4%
COc1ccccc1N1CCN(CC(O)COc2ccc(Cl)c(C)c2)CC1 (configuration not stated)	0%	-23	u
Cc1c2cnn(CC(=O)NCc3ccc(Cl)cc3)c(=O)c2c(C)n1Cc1ccc(F)cc1	-11%	8	-21%
Cc1cccc(NC(=O)CSC2=Nc3ccccc3C3=NC(CC(=O)NCc4cccs4)C(=O)N23)c1 (configuration not stated)	-4%	4	9%
Cc1cc(C)nc(-n2nc(C)c3c2N(C)C(=O)CC3c2ccc(Cl)cc2)n1 (configuration not stated)	-7%	-11	8%
COc1ccc(-c2nc3scc(CCNS(=O)(=O)c4c(C)noc4C)n3n2)cc1	-6%	-9	0%
COc1ccc(-c2noc(-c3ccc(NCC4CCCO4)c([N+](=O)[O-])c3)n2)cc1OC (configuration not stated)	-1%	7	10%
Cc1oc(-c2ccc(Cl)cc2)nc1CSc1nc2ncccc2[nH]1	4%	3	3%
Cc1cc(C)c(NC(=O)CSc2nc(=O)[nH]c3c2CCCC3)c(C)c1	0%	4	7%
COc1ccc(-c2cn3nc(N4CCCC(C(=O)Nc5ccc(Cl)cc5C)C4)sc3n2)cc1 (configuration not stated)	-16%	12	8%
Cc1ccc2c(=O)cc(C(=O)Nc3ccc(S(=O)(=O)N(C)Cc4ccccc4)cc3)oc2c1	2%	-2	11%
COc1ccc(-c2noc(N3CCC(C(=O)Nc4cccc(C)c4C)CC3)n2)cc1	-1%	2	18%
CCOc1ccc(OCC)c(NC(=O)c2cnc(SC)nc2-c2ccccc2)c1	-7%	8	9%
Cc1ccc(CCNC(=O)c2ccc(CSCc3ccccc3C)o2)cc1	-5%	-24	u
CCOC(=O)c1ccc(NC2SC(=O)N(Cc3cccc(C(=O)O)c3)C2=O)cc1 (configuration not stated)	12%	11	23%
COc1ccc(Nc2nc3c(S(=O)(=O)c4ccc(C)cc4)nnn3c3ccsc23)cc1Cl	7%	2	10%
Cc1ccc(Cl)cc1N1CCN(C2(c3ccccc3)C(=O)c3ccccc3C2=O)CC1	2%	-14	u
COc1ccc(NCc2ccccc2-c2nnc(-c3ccccc3)o2)cc1Cl	-2%	6	0%
COc1ccc2occ(CC(=O)Nc3ccc(S(=O)(=O)Nc4nc(C)cc(C)n4)cc3)c2c1	0%	3	6%
COc1ccc(-c2nc(Cn3c(SCc4ccc(F)cc4)nc4cccnc43)c(C)o2)cc1	0%	7	-5%
CC(=O)Nc1ccc(S(=O)(=O)NCCc2cn3ccsc3n2)cc1	7%	-9	12%
Cc1ccc(-c2c(CN3CCN(c4cccc(C(F)(F)F)c4)CC3)csc2C)cc1	-3%	-14	2%
Cc1ccc(OCc2nnc(SCC(=O)Nc3ccccc3C(C)C)o2)cc1	-3%	5	-3%
Cc1cc2oc(C(=O)Nc3ccc(S(N)(=O)=O)cc3)cc(=O)c2cc1C	1%	7	10%
Cc1cccc(NC(=O)Cn2nc(-c3ccccc3)c3cnc4ccccc4c32)c1	16%	2	12%
COCCn1c(CNC(=O)c2cc(OC)c(OC)c(OC)c2)nc2cccnc21	-2%	-6	11%
Cc1ccc(NC(=O)C2CCCN(S(=O)(=O)c3cccc4cccnc34)C2)c(C)c1 (configuration not stated)	-2%	14	-1%
O=C(COc1ccc(Cl)cc1Cl)Nc1ccc(C(=O)OC2CCCCC2)cc1	0%	7	-3%
Cc1ccc(-c2noc(-c3ccc(N4CCCCC4)c([N+](=O)[O-])c3)n2)cc1	4%	-10	-3%
Cc1ccc(NC(=O)CCc2nnc3n(CC(C)C)c(=O)c4ccccc4n23)cc1C	5%	6	-2%
Cc1cc(NC(=O)CSc2nc3c([nH]c4ccccc43)c(=O)n2-c2ccccc2)no1	3%	-8	10%
CN(C)C(=O)c1ccc2c(c1)N(CC(=O)NCc1ccccc1Cl)C(=O)C1CCCCN21 (configuration not stated)	-5%	-1	-8%
Cc1ccc(-c2cc(C(=O)NCc3ccccc3)c3c(-c4ccc(C)cc4)[nH]nc3n2)cc1	-4%	0	5%
COC(=O)c1c(-c2ccc(Cl)cc2)noc1N1CCN(c2cccc(C)c2C)CC1	-7%	3	7%
COc1ccc(OC)c(CNCc2c(C(=O)O)n(Cc3cccc(F)c3)c3cc(OC)ccc23)c1	-9%	1	9%
CCOC(=O)c1c(NC(=O)CS(=O)(=O)c2ccc(C)cc2)sc2c1CCC(C)C2 (configuration not stated)	-5%	3	-35%
CCc1c(-c2ccccc2)nc2ccccc2c1C(=O)NCCc1ccccc1	4%	14	u
CCCNc1ccc(-c2nc(-c3ccco3)no2)cc1[N+](=O)[O-]	6%	7	13%
CC(=O)c1cc(-c2ccccc2)n(CCC(=O)Nc2nc3c(C)cccc3s2)c1C	3%	1	5%
COC(=O)c1c(Oc2ccc(Br)cc2)nnc(-c2ccccc2)c1-c1ccccc1	10%	5	-5%

Full records, looked up by structure. Order of screens: GLP1R cytotox, DRD3 agonist, GLP1R inv ag
Record of COC(=O)c1c(Oc2ccc(Br)cc2)nnc(-c2ccccc2)c1-c1ccccc1 → 10%, 5, -5%
Record of Cc1cc(NC(=O)CSc2nc3c([nH]c4ccccc43)c(=O)n2-c2ccccc2)no1 → 3%, -8, 10%
Record of Cc1ccc(NC(=O)C2CCCN(S(=O)(=O)c3cccc4cccnc34)C2)c(C)c1 (configuration not stated) → -2%, 14, -1%
Record of O=C(COc1ccc(Cl)cc1Cl)Nc1ccc(C(=O)OC2CCCCC2)cc1 → 0%, 7, -3%
Record of COC(=O)c1c(-c2ccc(Cl)cc2)noc1N1CCN(c2cccc(C)c2C)CC1 → -7%, 3, 7%

Continuation.
SMILES	GLP1R cytotox	DRD3 agonist	GLP1R inv ag
CC(=O)c1ccc(NC(=O)CCc2c(C)nn(-c3ccc4nnc(C)n4n3)c2C)cc1	13%	4	11%
O=C(CCC1N=C2c3ccccc3N=C(SCc3ccccc3F)N2C1=O)NCCc1ccccc1 (configuration not stated)	-2%	6	-12%
COc1ccccc1N1CCN(C(=O)c2c(C)oc3ncn(C)c(=O)c23)CC1	4%	-1	-1%
CCOC(=O)c1c(S(=O)(=O)NCC(=O)Nc2cccc(SC)c2)c(C)n(C)c1C	2%	-6	7%
CC(C)(C)C(=O)CSc1nc2ccsc2c(=O)n1Cc1ccccc1Cl	1%	-3	-4%
COc1cccc(CNC(=O)Cn2c(=O)n3nc(-c4cccc(C)c4)nc3c3ccccc32)c1	-1%	-1	13%
COc1ccc(S(=O)(=O)N(CCc2ccccc2)CC(=O)NCc2ccccc2)cc1	-5%	7	u
Cc1cc(C)cc(NC(=O)Cn2c(C)cc(C)c(C#N)c2=O)c1	1%	6	-7%
Cn1ccc2cc(S(=O)(=O)N3CCCC(C(=O)NCc4ccc(F)cc4)C3)ccc21 (configuration not stated)	8%	2	u
O=C(NC1(C(F)(F)F)C(=O)Nc2c1c(=O)[nH]c(=O)n2-c1ccc(F)cc1)c1ccccc1 (configuration not stated)	-2%	2	-2%
Fc1ccc(C(c2nnc(-c3ccccc3)o2)N2CCN(c3ccccc3)CC2)c(Cl)c1 (configuration not stated)	2%	-5	u
COc1ccc(S(=O)(=O)NCC(c2ccco2)N2CCN(c3ccccc3F)CC2)cc1OC (configuration not stated)	-12%	-3	-17%
Cc1nc2ccc(S(=O)(=O)N(CC(=O)Nc3ccc(F)cc3)Cc3ccccc3)cc2s1	-5%	-13	-10%
CC(C)(C)OC(=O)N1CCC(c2c(C(=O)NC3CCCCC3)cnn2-c2cccc(F)c2)CC1	15%	1	5%
CNC(=O)CSc1cn(CC(=O)N2CCCCCC2)c2ccccc12	1%	-6	14%

The closing 3 entries of the part above come first, to join the parts:
SMILES	GLP1R cytotox	DRD3 agonist	GLP1R inv ag
Cc1nc2ccc(S(=O)(=O)N(CC(=O)Nc3ccc(F)cc3)Cc3ccccc3)cc2s1	-5%	-13	-10%
CC(C)(C)OC(=O)N1CCC(c2c(C(=O)NC3CCCCC3)cnn2-c2cccc(F)c2)CC1	15%	1	5%
CNC(=O)CSc1cn(CC(=O)N2CCCCCC2)c2ccccc12	1%	-6	14%
COc1ccc(NC(=O)c2noc3c2CCCC3)cc1Cl	0%	-10	0%
CC(C)COc1cccc(C(=O)Nc2ccc(-c3nc4ncccc4o3)cc2)c1	5%	-17	3%
Cc1ccc(C)c(NC(=O)N2CCN(C(=O)c3nsc4ccccc34)CC2)c1	2%	-3	-5%
CCc1ccccc1NS(=O)(=O)c1ccc2[nH]cc(C(=O)N(CC)Cc3ccccc3)c(=O)c2c1	-5%	2	-18%
CCc1ccc(-n2nc(CO)c(C(=O)NCc3ccccc3Cl)n2)cc1	2%	4	15%
Cc1cc(O)c(C(c2ccc(F)cc2)N2CCCCC2)c(=O)n1Cc1ccco1 (configuration not stated)	-8%	2	-20%
O=C(Nc1ccc(N2CCC(N3CCCCC3)CC2)c(C(=O)O)c1)c1ccccc1	2%	7	8%
CCc1ccc2oc(C(=O)Nc3nc(-c4ccccc4)ns3)c(C)c2c1	1%	-3	15%
Cc1ccccc1CCNC(=O)c1ccc2c(c1)nc1n2CCCCC1	7%	-7	u
COc1ccc(CCN2CCC(CNC(=O)c3cnn(-c4ccccc4)c3C3CCN(C(=O)OC(C)(C)C)CC3)CC2)cc1	-7%	-21	-2%
COc1ccccc1C(=O)OCc1cc(=O)n2nc(C3CCCCC3)sc2n1	8%	4	12%
COc1ccc(C(=O)N2CCC(c3ccncc3)CC2)cc1OC	3%	0	-2%
CCOc1ccc(NC(=O)c2sc3nc4c(cc3c2N)CN(Cc2ccccc2)CC4)cc1	2%	5	9%
Cc1ccccc1NC(=O)c1c(NC(=O)C(F)(F)F)sc2c1CCCCC2	u	-4	u
O=C(NCc1cccnc1)C(=O)NCC(c1cccnc1)N1CCN(c2ccccc2F)CC1 (configuration not stated)	1%	7	-4%
CCc1ccccc1NC(=O)C1CCCN(c2ncnc3onc(C)c23)C1 (configuration not stated)	8%	8	10%
COc1cccc(N2CCN(C(=O)c3cc4c(s3)-c3c(C)cccc3OC4)CC2)c1	-7%	-9	u
Cc1c(C(=O)NCc2ccc(F)cc2)sc2nc(-c3ccc(F)cc3)cn12	-10%	-7	u
